Screening data as filed in PubChem BioAssay.
Keap1 Nrf2 FP – Keap1-Nrf2 (human) interaction inhibition | Q14145 | Keap1 Kelch-Nrf2 peptide fluorescence polarization, 1536-well | inhibition, % at 9.4 µM | actives 0.15% (n = 340,000) | AID 504523; in the data active means inhibition above about 12%;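 further: human Keap1 Kelch domain with fluorescein labeled Nrf2 9mer peptide probe; 0% = neutral control wells and 100% = peptide positive control; higher means more block of Keap1 binding to Nrf2 peptide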
DSG3 Ab inh – blocks pemphigus antibody binding to human desmoglein-3. binding (percent of control), % at 10 µM. DSG3-coupled beads, scFv-anti-DSG3-GFP binding, flow cytometry; active compounds read low. actives 0.48% (n = 310,000). P32926;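 active means binding more than 3 SD below its plate's average and above zero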;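 further: hits lower antibody fragment binding to DSG3; some compounds called inactive have numbers as strong as hits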
Wnt act – activates Wnt/beta-catenin signaling in a reporter cell assay; activator, plate reader; activation, % at 9.35 µM; actives 1.2% (n = 300,000); AID 743398; in the data active means activation above about 30%, passing the limit was not always enough;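 further: 0% = neutral control wells and 100% = positive control wells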
Arr AP2 block – human beta-arrestin and AP2 interaction inhibition; inhibition, % at 10 µM; FITC-arrestin peptide / GST-AP2 beads, flow cytometry; AP2 beta2 appendage carries R879A mutation; actives 0.31% (n = 340,000);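 active means inhibition above a set limit, near 3 SD of compounds lacking own fluorescence, cut at about 54% in these data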;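 further: plate controls were DMSO wells for no effect and 5 µM unlabelled arrestin peptide for full effect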
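Measured by: flow cytometry, FL1 (488/535 nm); Material: AP2 appendage R879A on GSH beads; Evaluation: percent response; Timing: pre-incubation 12 min, peptide binding 1 h, room temperature; Also added: 50 nM FITC-arrestin peptide; Medium: PBS with 0.05% Tween 20 and 0.1% BSA.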
V-ATPase pHluor – alters yeast V-ATPase proton transport | response, % at 10 µM | actives 0.37% (n = 350,000) | AID 504577 | S. cerevisiae, pHLuorin cytosolic pH fluorescence; in the data active means response mostly above about 7.3%, no sharp cut-off; inactive means mostly below about 5.4%; further: actives read high; inactives centre near 0; some compounds called inactive have numbers as strong as hits; reference of the scale not given here
RTF Ca sens act – increases calcium sensitivity of human cardiac regulated thin filaments. IANBD-labeled TnC RTF fluorescence at EC20 calcium; 0% EC20 calcium, 100% full calcium. actives 0.24% (n = 340,000). P19429+P45379. activation, % at 7.2 µM. AID 493008;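 active means activation above the mean over all tested compounds plus 3 SD, cut at about 30% in these data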;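 further: rise in fluorescence read as greater calcium sensitivity of cardiac thin filaments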
C-LANA FP – inhibitors of KSHV LANA C-terminal domain DNA binding; actives 0.078% (n = 340,000); MBP-C-LANA/FAM-LBS DNA binding, fluorescence polarization; inhibition, % at 9 µM; AID 504423;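 active means highest replicate inhibition at or above 60% at 9 µM, even if other replicates fall short; inactive means all replicates below 60% inhibition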;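 further: 0% = neutral control wells and 100% = 4 µM acridine orange control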
MOR-DOR inv ag – mu-delta opioid heterodimer inverse agonism; AID 504357; actives 0.21% (n = 340,000); inhibition, % at 9.3 µM; cell-based MOR-DOR heterodimer luminescence; P35372+P41143; in the data active means inhibition above about 22%, passing the limit was not always enough;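 further: 0% = cells with DMSO and 100% = wells without cells with DMSO; values of inactives mirror those of a sister screen read the other way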
Target sequence (P35372 whole entry, looked up): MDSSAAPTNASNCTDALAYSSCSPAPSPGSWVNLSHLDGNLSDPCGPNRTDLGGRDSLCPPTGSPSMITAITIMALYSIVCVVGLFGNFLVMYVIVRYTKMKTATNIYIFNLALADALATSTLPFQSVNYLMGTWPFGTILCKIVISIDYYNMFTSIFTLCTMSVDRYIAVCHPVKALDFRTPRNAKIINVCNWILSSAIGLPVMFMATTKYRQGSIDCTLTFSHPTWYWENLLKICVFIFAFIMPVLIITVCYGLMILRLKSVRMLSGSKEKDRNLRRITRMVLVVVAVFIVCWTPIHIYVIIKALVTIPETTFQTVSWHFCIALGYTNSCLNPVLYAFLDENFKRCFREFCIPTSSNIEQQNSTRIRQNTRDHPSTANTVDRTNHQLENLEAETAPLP
Target sequence (P41143 whole entry, looked up): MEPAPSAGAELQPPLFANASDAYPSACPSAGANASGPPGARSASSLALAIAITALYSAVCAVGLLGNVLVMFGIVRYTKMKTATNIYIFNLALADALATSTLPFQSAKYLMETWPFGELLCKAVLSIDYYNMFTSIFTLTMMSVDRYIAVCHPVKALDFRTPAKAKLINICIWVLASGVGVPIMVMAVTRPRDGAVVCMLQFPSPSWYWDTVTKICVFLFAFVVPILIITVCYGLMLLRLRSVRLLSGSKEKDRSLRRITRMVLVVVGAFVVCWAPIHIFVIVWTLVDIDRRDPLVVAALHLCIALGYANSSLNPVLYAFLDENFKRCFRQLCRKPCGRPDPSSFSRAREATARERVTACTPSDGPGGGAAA
MOR-DOR ag – agonists of human mu-delta opioid receptor heterodimerization; activation, % at 9.3 µM; actives 0.3% (n = 340,000); P35372+P41143; cells, OPRM1-OPRD1 heterodimerization, luminescence; in the data active means activation above about 18%;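 further: 0% = vehicle-treated cells and 100% = reference agonist; values of inactives mirror those of a sister screen read the other way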
RTF Ca sens inh – cardiac RTF calcium desensitization | P19429+P45379 | IANBD-labeled cardiac RTF, Ca2+ fluorescence | inhibition, % at 7.15 µM | actives 0.12% (n = 340,000) | AID 493244;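 active means inhibition above the mean inhibition of all tested compounds plus 3 SD, cut at about 17% in these data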;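 further: assay run at fixed EC70 calcium of 1.6 mM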
Numbers without * were called inactive; . = no result given.

SMILES	Keap1 Nrf2 FP	DSG3 Ab inh	Wnt act	Arr AP2 block	V-ATPase pHluor	RTF Ca sens act	C-LANA FP	MOR-DOR inv ag	MOR-DOR ag	RTF Ca sens inh
CCc1nnc(NC(=O)C2CCCN2C(=O)Nc2ccc(C)cc2)s1 (centres undefined)	2.2	101.3	1.3	26.3	2.2	-6.2	1.2	10.3	-1.6	-4.2
CC1=C(C(=O)Nc2cc(C(=O)NCCCOC(C)C)ccc2C)SCCO1	-6.9	100.8	-3.7	3.1	-0.1	1.8	-1.5	-7.0	1.6	-7.2
C=CCn1c(SCC(=O)N2CCCCC2)nc(O)cc1=O	-7.9	104.9	-2.3	8.7	0.3	0.8	0.8	5.0	-0.9	-3.9
CCc1ccc2c(c1)C(NC(C)=O)C(=O)N2CC (centres undefined)	-4.5	109.4	-0.2	-2.6	-3.2	17.7	0.6	0.8	-0.1	-10.7
COc1ccc(C(=O)Nc2ccccc2-c2nnn(CC(N)=O)n2)cc1	-5.7	84.5	0.7	3.6	-3.6	3.1	2.6	-5.3	1.1	-6.0
Fc1cnc(N2CCOCC2)nc1NCc1ccccc1	2.4	106.4	.	-13.3	-4.2	-0.4	1.8	16.5	-3.2	-10.3
CCOCc1nnc(NC(=O)CCS(=O)(=O)Cc2ccccc2)s1	0.9	107.4	-2.0	1.0	5.0	-5.9	-0.1	6.5	-1.2	-15.1
COc1ccc(Cl)cc1NC(=O)CN1C(=O)CSC1=O	-4.1	99.9	.	3.5	0.7	15.0	0.4	-2.2	0.4	-1.3
CCOc1cc(C)nc(N2CCCC(C(=O)NCc3ccccc3F)C2)n1 (centres undefined)	1.5	105.4	-1.7	25.6	6.8	5.8	-0.7	2.5	-0.4	5.8
COc1ccc2nc(NC(=O)c3ccc(-n4nc(C)cc4C)cc3)sc2c1	-7.6	111.1	.	15.1	-1.9	-0.1	0.8	3.3	-0.6	-12.4
CCCn1c(=O)c(C(=O)NCCc2ccc(OC)c(OC)c2)c(O)c2ccccc21	-2.2	130.8	21.9	-1.2	8.5	-3.0	1.2	-3.8	0.8	2.8
COc1cccc(-c2nc(=S)c3c(n2CCCO)CCCC3)c1	-10.3	91.7	-0.2	5.5	1.2	3.7	2.0	5.0	-0.9	1.0
CCN1CCN(C(=O)Cn2ncc3ccsc3c2=O)CC1	-2.1	107.8	-1.8	-2.0	-0.3	7.7	5.9	9.2	-1.9	5.9
O=C1NC(=O)N(Cc2ccccc2)C1=O	1.7	95.0	-0.3	-21.1	-0.9	-0.7	2.0	13.5	-2.4	-1.3
Nc1ccc(S(=O)(=O)NC2=NCCCCC2)cc1	-5.4	90.8	-1.4	-18.7	0.8	2.5	1.5	7.4	-1.4	-5.7
Cc1cc(C)n2nc(C(=O)N3CCCC(Nc4ccc(F)c(F)c4)C3)cc2n1 (centres undefined)	-5.5	115.4	-0.4	39.7	-1.7	-1.1	0.1	-5.2	1.0	-13.4
CCN(CC)C(=O)c1cn(C)c2ccc(S(=O)(=O)N(CC)CC)cc2c1=O	-2.6	100.3	.	6.0	-2.1	5.5	-0.2	10.9	-2.1	-6.0
CCCCC(=O)c1c(O)c2ccccc2oc1=O	1.4	99.1	.	-5.5	-7.1	0.6	-1.1	5.8	-1.2	0.6
COc1ccc(N2CC(C(=O)Nc3nnc(SCC(=O)c4ccccc4)s3)CC2=O)cc1 (centres undefined)	-3.1	74.1	.	5.3	-0.8	-4.8	0.0	-15.3	2.5	-5.8
COC(=O)c1ccc(NC2CC(=O)N(c3ccccc3C)C2=O)cc1 (centres undefined)	-1.3	117.7	.	-6.2	-0.1	13.9	-0.9	6.6	-1.1	9.2

4 of the compounds above, with each value named.
> CCOCc1nnc(NC(=O)CCS(=O)(=O)Cc2ccccc2)s1
  Keap1 Nrf2 FP = 0.9	DSG3 Ab inh = 107.4	Wnt act = -2.0	Arr AP2 block = 1.0	V-ATPase pHluor = 5.0	RTF Ca sens act = -5.9	C-LANA FP = -0.1	MOR-DOR inv ag = 6.5	MOR-DOR ag = -1.2	RTF Ca sens inh = -15.1
> COc1ccc(Cl)cc1NC(=O)CN1C(=O)CSC1=O
  Keap1 Nrf2 FP = -4.1	DSG3 Ab inh = 99.9	Wnt act = .	Arr AP2 block = 3.5	V-ATPase pHluor = 0.7	RTF Ca sens act = 15.0	C-LANA FP = 0.4	MOR-DOR inv ag = -2.2	MOR-DOR ag = 0.4	RTF Ca sens inh = -1.3
> CCOc1cc(C)nc(N2CCCC(C(=O)NCc3ccccc3F)C2)n1 (centres undefined)
  Keap1 Nrf2 FP = 1.5	DSG3 Ab inh = 105.4	Wnt act = -1.7	Arr AP2 block = 25.6	V-ATPase pHluor = 6.8	RTF Ca sens act = 5.8	C-LANA FP = -0.7	MOR-DOR inv ag = 2.5	MOR-DOR ag = -0.4	RTF Ca sens inh = 5.8
> COc1ccc2nc(NC(=O)c3ccc(-n4nc(C)cc4C)cc3)sc2c1
  Keap1 Nrf2 FP = -7.6	DSG3 Ab inh = 111.1	Wnt act = .	Arr AP2 block = 15.1	V-ATPase pHluor = -1.9	RTF Ca sens act = -0.1	C-LANA FP = 0.8	MOR-DOR inv ag = 3.3	MOR-DOR ag = -0.6	RTF Ca sens inh = -12.4

(cont.)
SMILES	Keap1 Nrf2 FP	DSG3 Ab inh	Wnt act	Arr AP2 block	V-ATPase pHluor	RTF Ca sens act	C-LANA FP	MOR-DOR inv ag	MOR-DOR ag	RTF Ca sens inh
CCS(=O)(=O)N1Cc2ccccc2CC1C(=O)Nc1nc2c(C)cccc2s1 (centres undefined)	-2.4	96.8	10.9	6.0	-1.6	1.5	-1.0	-6.6	1.2	-31.1
CCCn1c(NCc2cccc(OC)c2OC)nc2ccccc21	4.3	99.0	1.1	17.4	0.3	4.8	0.2	7.5	-1.4	-5.0
C/C(=N\Nc1cccc2cccnc12)c1ccc(C)cc1	3.6	104.2	0.1	-28.9	-1.2	-1.7	3.3	-0.3	0.1	0.8
CCc1ccc(/C=N/Nc2ncnc3nc[nH]c23)cc1	-6.9	111.4	53.1*	13.9	-1.2	5.2	1.1	4.0	-0.8	-19.5
O=C1Nc2ccccc2/C1=N\N=C\c1ccc(O)c(O)c1	-6.0	92.2	4.7	4.3	3.5	1.4	10.5	4.0	-0.8	7.0
Cc1ccc(S(=O)(=O)NCC2CCC(C(=O)N3CCOCC3)CC2)cc1 (centres undefined)	-1.1	98.5	-2.2	0.5	-1.3	7.5	-1.6	0.5	-0.1	-3.5
COCCNc1cnn(-c2ccccc2)c(=O)c1Cl	-1.1	112.0	2.5	31.8	3.4	14.9	-0.6	-0.3	0.1	-17.6
Cc1ccc(C(=O)Nc2nc(C)c(C(=O)Nc3ccc4c(c3)CCC4)s2)cc1	-0.4	90.3	-6.6	-0.1	2.1	-1.1	0.8	5.8	-1.2	-8.8
S=c1[nH]nc(-c2ccccc2)n1/N=C/c1ccc(-c2ccccc2Cl)o1	1.3	114.6	.	-1.7	-0.6	-19.1	2.0	2.9	-0.5	-2.3
COC(=O)c1ccc(NC(=O)COc2cccc3c2OC(C)(C)C3)cc1	-3.0	102.4	-0.1	5.1	5.7	-13.4	0.8	-28.1	4.2	-4.2
N#CCSc1ccc2nc(-c3ccccc3)cn2n1	3.2	102.1	24.8	-7.2	-0.6	-4.6	-0.9	12.1	-2.3	-1.6
O=C(Nc1ccon1)c1cc(-c2ccccc2)nc2ccccc12	-4.8	111.0	-1.6	-12.0	-3.3	2.5	1.7	3.3	-0.7	-11.1
CCn1nnc(NC(=O)CSc2ccc(Cl)cc2)n1	-0.9	96.6	-2.5	1.7	-4.5	-2.7	0.8	15.6	-2.9	2.0
CCc1cc2ccc(C)cc2nc1SCC(=O)c1ccc(NC(C)=O)cc1	-7.4	94.3	2.2	-5.3	2.3	-7.4	0.8	-8.1	1.4	2.8
Cn1c(=O)n(Cc2ccccc2F)c(=O)c2c1nc1n2CCN1Cc1ccco1	-7.9	104.6	-1.4	13.2	2.1	5.6	6.5	.	.	8.1
O=C(Nc1ccc(F)cc1F)Nc1sccc1-c1nc2ccccc2s1	0.5	.	0.2	14.7	-1.5	-1.9	-0.5	6.4	-1.3	0.0
CC(C)(C)C(=O)NNC(=O)c1cnccn1	3.3	87.2	-0.3	-8.3	-3.4	-0.3	0.3	13.7	-2.6	-3.1
Cc1cc(OCC(=O)Nn2cnnc2)c(C)cc1Br	1.6	103.7	0.6	30.3	3.8	-2.8	-0.3	10.3	-1.8	-3.8
O=c1c2c(n3nnnc3n1-c1ccccc1)-c1ccccc1CC21CCCC1	-6.9	113.1	-1.2	7.3	1.4	-2.6	-0.3	-0.8	0.2	-7.4
CC(C)NS(=O)(=O)c1ccc(Br)c(C(=O)OC(C)C(=O)NC2CCCCC2C)c1 (centres undefined)	-1.3	94.6	2.0	-9.1	1.0	-5.3	3.8	-5.3	0.8	-20.9
Cc1ccc2c(c1)C1CN(C)CCC1N2C(=O)c1ccccc1NS(=O)(=O)c1ccc(F)cc1C (centres undefined)	-0.5	100.3	.	6.6	0.1	-5.8	0.1	.	.	2.8
Cn1c2ccccc2c(=O)c2ccc(C#CC3(N)CCCCC3)cc21	-2.4	105.1	23.6	-1.7	-0.1	6.0	-0.2	-8.6	1.6	-4.8
Cc1ccc(C)c2sc(NC(=O)c3nc4ccccc4s3)nc12	5.5	95.6	0.1	-0.9	-6.5	-0.3	-0.2	-0.2	0.0	-9.9
COc1ccc(CCn2c(=N)c(S(=O)(=O)c3ccc(Cl)cc3)cc3c(=O)n4ccccc4nc32)cc1	-5.0	97.9	-1.8	-311.1	-1.6	0.0	8.3	9.1	-1.7	1.3
CCc1ccc(NC(=O)NNC(=O)c2ccc3ccccc3c2O)cc1	-1.3	106.8	-0.9	-5.2	0.4	-1.0	-0.8	14.7	-4.5	-4.7
O=C(COC(=O)CC1CC2CCC1C2)NC(=O)NC1CCCC1 (centres undefined)	0.1	95.5	-0.9	10.5	0.2	3.3	-0.6	8.7	-1.9	-3.4
COc1ccc(S(=O)(=O)N(CC(=O)N/N=C/c2cccs2)c2cc(C)cc(C)c2)cc1OC	1.9	99.7	0.3	-6.8	-1.8	0.1	-1.9	5.8	-1.0	-0.9
COc1ccc(CCNC(=O)c2cnn(-c3ccc(C)c(C)c3)c2NC(=O)c2ccco2)cc1OC	2.6	106.2	.	-0.1	-1.6	-4.9	0.6	6.1	-1.1	-0.8
COC(=O)c1ccc(N2CCN(C(C)=O)CC2)c(NC(=O)COc2ccccc2C)c1	-2.4	115.4	-2.2	45.9	-1.9	-0.1	-0.5	7.2	-1.5	-6.9
CCOc1ccc(S(=O)(=O)Nc2cccc(OC)c2)cc1	0.0	93.2	.	26.8	3.6	-4.3	1.4	-16.2	3.0	-1.5
CCCCN(C(=O)NC(=O)Nc1cccc(C)c1C)S(C)(=O)=O	-3.8	122.2	-1.7	-3.9	2.9	-9.6	0.6	-14.0	2.4	1.6
CC(C)c1ccc(C(N)=S)cc1	-3.2	98.3	0.0	7.4	1.1	-1.1	1.7	16.7	-3.3	-4.0
Cc1ccc(C(C)(O)CS(=O)(=O)Cc2ccccc2Cl)cc1 (centres undefined)	-1.1	104.2	-2.4	-5.1	6.0	-2.8	-0.4	12.9	-2.7	-3.9
Cc1ccc(-c2nn(-c3ccccc3)cc2C2SCC(=O)N2Cc2ccccc2)o1 (centres undefined)	-0.2	100.8	-4.9	7.1	-1.3	1.7	0.8	-17.2	3.1	-3.9
